TrxR1 inh: rat TrxR1 inhibition. O89049. recombinant rTrxR1, NADPH fluorescence consumption, selenite substrate. Potency, µM (top dose mostly 114 µM), without a hit: top-dose activity change, negative = inhibition, actives largely listed as inhibitors. 1% of 390,000 active. AID 588453; also: % is scaled to controls: 0 for no effect and ±100 for the full control effect; nearly all actives have a fitted effect of over 65% in size
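Rat TrxR1 (90 nM in the dispensed reagent) was pre-reduced with 400 uM NADPH for 5 min at room temperature, then incubated with compound for 15 min. After 400 uM selenite was added, NADPH fluorescence (Ex 340/Em 450 nm) was followed for 8 min.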
HP1b chromo inh: inhibitors of HP1-beta chromodomain binding to methylated histone tails. P83916. AlphaScreen HP1-beta / biotin-H3K9me3 peptide binding. Potency, µM (top dose mostly 114 µM), for inactives: top-dose activity change, negative = inhibition, most hits filed as inhibitors. 0.56% of 390,000 active. AID 540317; also: nearly all actives have a fitted effect of over 70% in size; inactives centre near 23
Target sequence (P83916 whole entry, looked up): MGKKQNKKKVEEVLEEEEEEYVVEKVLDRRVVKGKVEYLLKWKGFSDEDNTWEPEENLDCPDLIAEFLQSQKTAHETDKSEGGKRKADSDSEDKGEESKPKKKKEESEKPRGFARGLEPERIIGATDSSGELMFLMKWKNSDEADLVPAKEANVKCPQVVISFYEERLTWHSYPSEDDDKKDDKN
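HP1-beta protein (50 nM final) preincubated 30 min at room temperature with biotinylated H3(1-18)K9me3 peptide (50 nM) in PBS pH 7.4, 0.01% Tween-20, then compound added for 30 min. AlphaScreen streptavidin donor/nickel chelate acceptor beads (10 ug/mL final), 30 min dark, luminescence read.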
JMJD2A Tudor inh: inhibitors of human JMJD2A Tudor domain; O75164; AlphaScreen JMJD2A-Tudor / H3K4me3 peptide binding; Potency, µM (titrated, usually from 114 µM), without a hit: top-dose activity change, negative = inhibition, hits mostly inhibitors; 4.4% of 390,000 active; also: % is scaled to controls: 0 for no effect and ±100 for the full control effect; nearly all actives have a fitted effect of over 50% in size
Pin1 inhibitor: blocks the human prolyl isomerase Pin1; Pin1 FP peptide displacement, HiFluor488, 10 min; Potency, µM (series often up to 115 µM), for the others: top-dose activity, negative = inhibition, hits mostly inhibitors; 0.009% of 390,000 active; active = well fitted inhibition curve with a large enough effect in the polarisation, with a control signal flat, not every such curve was filed as active; inconclusive = small, poorly fitted or top-dose-only effect, or effect the other way, or a change in a side signal; inactive = no such curve, though single readings can be large or run the other way; the % refers to the polarisation; also: % is scaled to controls: 0 for no effect and ±100 for the full control effect
Target sequence (Q13526 whole entry, looked up): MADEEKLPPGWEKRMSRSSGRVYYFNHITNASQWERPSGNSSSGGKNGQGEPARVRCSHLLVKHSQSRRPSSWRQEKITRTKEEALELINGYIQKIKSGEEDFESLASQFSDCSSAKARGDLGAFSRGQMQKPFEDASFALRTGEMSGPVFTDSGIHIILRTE
12-LOX inh: blocks human arachidonate 12S-lipoxygenase. Potency, µM (series often up to 108 µM), inactives show top-dose activity change, negative = inhibition, usual class: inhibitors. purified 12hLO, xylenol orange hydroperoxide absorbance. P18054. AID 1671190. 1.1% of 580,000 active; also: % is scaled to controls: 0 for no effect and ±100 for the full control effect
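Purified human 12hLO at 150 nM in 25 mM Hepes, 0.01% Triton X-100, pH 7.0, preincubated 15 min at room temperature with compound. Reaction started with 40 uM arachidonic acid, 30 min at room temperature. Hydroperoxide measured by Fe-xylenol orange, 573/405 nm absorbance ratio.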
GLS inhibitor: glutaminase GLS (human) inhibition | O94925 | GLS enzymatic activity, qHTS titration | Potency, µM (highest dose often 45.5 µM), without a hit: at the top dose activity change, negative = inhibition, usual class: inhibitors | 0.21% of 410,000 active | AID 624170; also: % is scaled to controls: 0 for no effect and ±100 for the full control effect
Target sequence (O94925 whole entry, looked up): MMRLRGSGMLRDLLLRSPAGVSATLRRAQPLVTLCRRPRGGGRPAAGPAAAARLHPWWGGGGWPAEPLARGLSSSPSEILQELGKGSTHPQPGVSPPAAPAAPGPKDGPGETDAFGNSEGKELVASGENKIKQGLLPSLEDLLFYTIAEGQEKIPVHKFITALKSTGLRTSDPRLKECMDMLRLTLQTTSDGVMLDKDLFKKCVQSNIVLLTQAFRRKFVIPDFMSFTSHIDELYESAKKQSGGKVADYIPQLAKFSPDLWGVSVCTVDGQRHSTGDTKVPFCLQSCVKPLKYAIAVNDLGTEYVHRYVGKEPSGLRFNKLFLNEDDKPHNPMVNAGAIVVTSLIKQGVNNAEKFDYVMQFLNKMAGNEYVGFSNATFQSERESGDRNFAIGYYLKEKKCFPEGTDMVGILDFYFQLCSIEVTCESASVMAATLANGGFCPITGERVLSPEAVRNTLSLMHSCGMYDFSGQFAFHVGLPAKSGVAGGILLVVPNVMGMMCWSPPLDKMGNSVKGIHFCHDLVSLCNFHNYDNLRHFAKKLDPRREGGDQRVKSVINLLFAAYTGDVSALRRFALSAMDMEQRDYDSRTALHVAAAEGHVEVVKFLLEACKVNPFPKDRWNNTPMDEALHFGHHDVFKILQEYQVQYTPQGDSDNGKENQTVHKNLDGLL
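Two-point fluorescence kinetic (t0, 30 min RT) for hKGA; glutamate detected via glutamate oxidase–HRP–Amplex Red. Substrate: 1 mM L-glutamine solution; buffer 45 mM KH2PO4, pH 8.2.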
RGS4 inh: inhibitors of human regulator of G protein signaling 4 | 0.039% of 390,000 active | Potency, µM (series often up to 114 µM), for the others: at the top dose activity change, negative = inhibition, actives largely listed as inhibitors | Transcreener GDP fluorescence polarization, RGS4-accelerated GTP hydrolysis | AID 504845; also: % is scaled to controls: 0 for no effect and ±100 for the full control effect; nearly all actives have a fitted effect of over 75% in size; some results filed as inactive show a strong effect at the top dose
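MLSMR compounds (23 nl, pin-transferred) preincubated 10 min at room temperature with a 500nM (2x) first reagent, then RGS4 at 900nM (2x) plus Transcreener GDP mix added; fluorescence polarization (620/688 nm) read before and after 90 min at 30 °C.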
Tb PGK inh: inhibitors of T. brucei phosphoglycerate kinase. PGK/GAPDH coupled, Kinase-Glo luminescence, 60 min. 0.043% of 380,000 active. Potency, µM (top dose mostly 57.5 µM), inactives show at the top dose activity change, negative = inhibition, most hits filed as inhibitors. AID 602233. P07378; also: % is scaled to controls: 0 for no effect and ±100 for the full control effect; nearly all actives have a fitted effect of over 60% in size
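Luminescent ATP detection (Kinase-Glo Plus) follows a 60-minute room-temperature incubation, with wells lacking PGK as controls. Buffer: 100 mM TEA (pH 7.6), 5 mM MgCl2, 0.01% Tween-20. Coupling enzyme GAPDH (100 nM final) supplies unstable 1,3-BPG in-well.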
ERG-DNA inh: ERG Ets/DNA interaction inhibition; Potency, µM (series often up to 76.9 µM), inactives show top-dose FP activity, negative = inhibition, most hits filed as inhibitors; 0.028% of 370,000 active; fluorescence polarization, His-ERG Ets domain / labelled DNA; AID 624246; active = well fitted inhibition curve with a large enough effect in the polarisation, with a control signal flat; inconclusive = small, poorly fitted or top-dose-only effect, or effect the other way, or a change in a side signal; inactive = no such curve, though single readings can be large or run the other way; the % refers to the polarisation;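 also: polarization taken with two DNA probes labelled with fluorescein and Texas red; % of control where 0% means no effect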
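His-tagged ERG Ets domain (1 uM in the protein solution; 300mM KCl, 50mM Tris-HCl, 1mM EDTA, 1mM DTT, pH 7.5) received compound, then a probe mix of 5 nM fluorescein-DNA and 100nM Texas-615-DNA. Fluorescence polarization was read for both dyes.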
* marks the source's active call; other numbers are inactive results; & = joins results of further samples; [ ] = dose if it differs, or a comment. Unless noted, calls follow the shape of the dose curve; as a rule, active = well fitted curve in the direction sought with a large enough effect; inconclusive = small, poorly fitted or top-dose-only effect, or another doubt; inactive = no such curve, though single readings can be large; an effect the other way counts as inactive or inconclusive. Potency is read from the fitted curve at half-maximal effect. The list is partial. The share of hits here may be higher or lower than overall.

Results for Cc1cc(=O)oc2cc3c(cc12)OCO3 ?
TrxR1 inh: inconclusive; HP1b chromo inh: 26%; JMJD2A Tudor inh: -13%; Pin1 inhibitor: 1%; 12-LOX inh: 0%; GLS inhibitor: 1%; RGS4 inh: -5%; Tb PGK inh: -4%; ERG-DNA inh: -5%

What do the screens show for `CC(Oc1ccccc1)C(=O)Nc1ccc(S(=O)(=O)NCC2CCCO2)cc1` (stereo unspecified)?
TrxR1 inh: 22%; HP1b chromo inh: 31%; JMJD2A Tudor inh: -15%; Pin1 inhibitor: -4%; 12-LOX inh: -15%; GLS inhibitor: 5%; RGS4 inh: 6%

What do the screens show for `Cc1ccc(C)c(OCCC(=O)OCC(=O)NC(=O)NCc2ccccc2)c1`?
TrxR1 inh: -16%; HP1b chromo inh: 17%; JMJD2A Tudor inh: -6%; Pin1 inhibitor: 0%; 12-LOX inh: 5%; GLS inhibitor: 1%; RGS4 inh: 14%; Tb PGK inh: inactive; ERG-DNA inh: -14%

How did COC(=O)c1c(NC(=O)CN(C)CC(=O)Nc2ccc(C)cc2)sc2c1CCC(C)C2 (stereo unspecified) do in these assays?
TrxR1 inh: 30%; HP1b chromo inh: 31%; JMJD2A Tudor inh: -8%; Pin1 inhibitor: -8%; 12-LOX inh: 26%; GLS inhibitor: 0%; RGS4 inh: -14%; Tb PGK inh: -3%; ERG-DNA inh: 0%

How did O=C(NC(=S)Nc1ccccc1)c1ccc(Br)o1 do in these assays?
TrxR1 inh: -15%; HP1b chromo inh: -4%; JMJD2A Tudor inh: -10%; Pin1 inhibitor: 2%; 12-LOX inh: -17%; GLS inhibitor: 2%; RGS4 inh: -5%; Tb PGK inh: -7%; ERG-DNA inh: -2%

Results for CCOC(=O)C(C)C1(O)c2ccccc2-c2ncccc21 (stereo unspecified) ?
TrxR1 inh: 11%; HP1b chromo inh: 37%[activator]; JMJD2A Tudor inh: -9%; Pin1 inhibitor: 3%; 12-LOX inh: 0%; GLS inhibitor: 4%; RGS4 inh: -14%; Tb PGK inh: -9%; ERG-DNA inh: -9%

Results for COc1ccc(C(CNC(=O)c2cccc(S(=O)(=O)Nc3ccc(C)cc3)c2)N2CCOCC2)cc1 (stereo unspecified) ?
TrxR1 inh: 11%; HP1b chromo inh: 19%; JMJD2A Tudor inh: -12%; Pin1 inhibitor: -3%; 12-LOX inh: -9%; GLS inhibitor: 0%; RGS4 inh: 19%; Tb PGK inh: -7%; ERG-DNA inh: -13%

How did CCCCC(=O)N1CCCC(c2nc3c(nnn3Cc3cc(C)ccc3C)c(=O)[nH]2)C1 (stereo unspecified) do in these assays?
TrxR1 inh: 15%; HP1b chromo inh: 18%; JMJD2A Tudor inh: -15%; Pin1 inhibitor: -1%; 12-LOX inh: inconclusive; GLS inhibitor: 11%; RGS4 inh: 32%; Tb PGK inh: -5%; ERG-DNA inh: 2%

What do the screens show for `CC1CCCN(C(=O)COC(=O)C2CCN(S(=O)(=O)c3c(Cl)cccc3Cl)CC2)C1` (stereo unspecified)?
TrxR1 inh: 24%; HP1b chromo inh: 0%; JMJD2A Tudor inh: -12%; Pin1 inhibitor: -14%; 12-LOX inh: -17%; GLS inhibitor: 2%; RGS4 inh: -20%; Tb PGK inh: 9%; ERG-DNA inh: -4%

Results for Cc1cc(NC(=O)Cc2ccccc2)no1 ?
TrxR1 inh: -10%; HP1b chromo inh: 12%; JMJD2A Tudor inh: -6%; Pin1 inhibitor: -1%; 12-LOX inh: inconclusive; GLS inhibitor: 1%; RGS4 inh: 32%; Tb PGK inh: -1%; ERG-DNA inh: -4%

Results for Cc1cc2c(cc1C)NC1(C[C@H]3CCC(=O)N4CC[C@@H](C1)[C@@H]34)C(=NC(C)(C)CC(C)(C)C)N2 (stereo partly specified) ?
TrxR1 inh: -10%&-32%; HP1b chromo inh: inconclusive; JMJD2A Tudor inh: 16µM*; Pin1 inhibitor: 0%; 12-LOX inh: -18%; GLS inhibitor: 5%; RGS4 inh: -20%; Tb PGK inh: inactive; ERG-DNA inh: -15%

Results for CCOC(=O)[C@@H]1[C@H]2COc3cc(OC)ccc3[C@H]2N2C(=O)N(c3cccc(Cl)c3)C(=O)[C@@]12C ?
TrxR1 inh: 21%[57.1 µM]; HP1b chromo inh: 14%; JMJD2A Tudor inh: -27%; Pin1 inhibitor: 22%; GLS inhibitor: 19%; RGS4 inh: 6%; Tb PGK inh: 0%; ERG-DNA inh: 5%

Results for CCCN1CCC(=O)N(C(CSc2ccc(OC)cc2)Cc2ccccc2)CC1 (stereo unspecified) ?
TrxR1 inh: -33%; HP1b chromo inh: 30%; JMJD2A Tudor inh: -32%; Pin1 inhibitor: -9%; RGS4 inh: -16%

How did CC(=O)c1cc(NC(=O)c2cccc(C(F)(F)F)c2)c(=O)oc1/C=C/N(C)C do in these assays?
TrxR1 inh: 20%; HP1b chromo inh: 21%; JMJD2A Tudor inh: -9%; Pin1 inhibitor: inconclusive; 12-LOX inh: -24%; GLS inhibitor: 2%; RGS4 inh: 20%; Tb PGK inh: 3%; ERG-DNA inh: 8%

How did Cc1ccc(NC(=S)Nc2ccc3cn[nH]c3c2)c(C)c1 do in these assays?
TrxR1 inh: 27%[57.1 µM]; HP1b chromo inh: -11%; JMJD2A Tudor inh: -11%; Pin1 inhibitor: 3%; 12-LOX inh: 0%; GLS inhibitor: 3%; RGS4 inh: -52%; Tb PGK inh: -5%; ERG-DNA inh: 6%

Reprinted from the part before: 2 compounds, followed by the next part.
How did CC(=O)c1cc(NC(=O)c2cccc(C(F)(F)F)c2)c(=O)oc1/C=C/N(C)C do in these assays?
TrxR1 inh: 20%; HP1b chromo inh: 21%; JMJD2A Tudor inh: -9%; Pin1 inhibitor: inconclusive; 12-LOX inh: -24%; GLS inhibitor: 2%; RGS4 inh: 20%; Tb PGK inh: 3%; ERG-DNA inh: 8%

How did Cc1ccc(NC(=S)Nc2ccc3cn[nH]c3c2)c(C)c1 do in these assays?
TrxR1 inh: 27%[57.1 µM]; HP1b chromo inh: -11%; JMJD2A Tudor inh: -11%; Pin1 inhibitor: 3%; 12-LOX inh: 0%; GLS inhibitor: 3%; RGS4 inh: -52%; Tb PGK inh: -5%; ERG-DNA inh: 6%

Results for COc1cccc(C2CC(=O)Nc3c2c(=O)[nH]c2ncnn32)c1OC (stereo unspecified) ?
TrxR1 inh: 2%; HP1b chromo inh: 15%; JMJD2A Tudor inh: -9%; Pin1 inhibitor: -7%; 12-LOX inh: inconclusive; GLS inhibitor: -16%; RGS4 inh: -9%; Tb PGK inh: -2%; ERG-DNA inh: 1%

Results for CCOC(=O)c1cnc(SC)nc1Oc1cccc(NS(=O)(=O)c2ccc(C)cc2)c1 ?
TrxR1 inh: -6%; HP1b chromo inh: 36%; JMJD2A Tudor inh: 13%; Pin1 inhibitor: 25%; 12-LOX inh: 5%; GLS inhibitor: 1%; RGS4 inh: -8%; Tb PGK inh: 6%; ERG-DNA inh: -3%

How did O=C(O)c1nc2nc(Cl)c(Cl)nc2[nH]1 do in these assays?
TrxR1 inh: -4%[57.1 µM]; HP1b chromo inh: 45%[activator]; JMJD2A Tudor inh: -4%; Pin1 inhibitor: -7%; 12-LOX inh: 1%; GLS inhibitor: 1%; RGS4 inh: -7%; Tb PGK inh: -9%; ERG-DNA inh: -14%

How did Cc1cc(NC(=O)CSc2ccc3nnc(-c4ccccc4)n3n2)no1 do in these assays?
TrxR1 inh: 2%; HP1b chromo inh: 6%; JMJD2A Tudor inh: -7%; Pin1 inhibitor: 0%; 12-LOX inh: inconclusive; GLS inhibitor: 6%; RGS4 inh: -25%; Tb PGK inh: -11%; ERG-DNA inh: -5%

How did CSc1nc2sc3c(c2c(=O)[nH]1)CCCC3 do in these assays?
TrxR1 inh: 15%; HP1b chromo inh: 21%; JMJD2A Tudor inh: -35%; Pin1 inhibitor: 1%; 12-LOX inh: inactive; GLS inhibitor: -5%; RGS4 inh: -2%; Tb PGK inh: 7%; ERG-DNA inh: -1%

What do the screens show for `O=C(/C=C/c1ccccc1)c1cc(Br)ccc(=O)c1O`?
TrxR1 inh: inconclusive; HP1b chromo inh: inconclusive; JMJD2A Tudor inh: 56µM*; Pin1 inhibitor: inconclusive; 12-LOX inh: inconclusive; GLS inhibitor: 24%; RGS4 inh: inconclusive; Tb PGK inh: 6%; ERG-DNA inh: 14%

How did COc1ccc(NC(=O)/C(Cl)=C(/Cl)S(=O)Cc2ccccc2)cn1 (stereo unspecified) do in these assays?
TrxR1 inh: inconclusive; HP1b chromo inh: 49%[activator]; JMJD2A Tudor inh: -9%; Pin1 inhibitor: 1%; 12-LOX inh: inconclusive; GLS inhibitor: -9%; RGS4 inh: inconclusive; Tb PGK inh: 2%; ERG-DNA inh: 3%

Results for Cc1cccc(Nc2nc(NCc3ccco3)nc(N)c2[N+](=O)[O-])c1 ?
TrxR1 inh: 8%; HP1b chromo inh: 22%; JMJD2A Tudor inh: -10%; Pin1 inhibitor: 1%; 12-LOX inh: 13%; GLS inhibitor: -3%; RGS4 inh: -7%; Tb PGK inh: -8%; ERG-DNA inh: 14%
